Bioassay records: PubChem, The Scripps Research Institute Molecular Screening Center
TDP2 absorb = TDP2 (human) inhibition, absorbance primary screen; O95551; recombinant TDP2, T5PNP hydrolysis, p-nitrophenol absorbance 415 nm; inhibition, % at 12.8 µM; 0.34% of 370,000 active;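 active = inhibition above the mean of all tested compounds plus 3 SD, set per campaign, cut at about 25% in these data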;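 also: 0% = DMSO with enzyme and 100% = buffer with substrate but no TDP2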
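Incubation: 2 h at 37 °C; Test system: recombinant human TDP2; Quantity: enzyme 120 nM; Read-out basis: percent inhibition; Medium: 50 mM Tris-HCl pH 7.5 with Mg2+, KCl, DTT, BSA; Repeats: single replicate; Compound: 12.8 µM single point, 1% DMSO; Signal: epi absorbance; Reagent: 5 mM T5PNP chromogenic substrate; Benchmarks: no-enzyme high, DMSO-plus-enzyme low.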
PRMT1 FP inh = blocks human protein arginine methyltransferase 1. 1.3% of 370,000 active. inhibition, % at 2.79 µM. recombinant PRMT1, activity-based probe fluorescence polarization. AID 652257. Q99873;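 active = inhibition above about 21% made by adding two undisclosed values, limit read from the data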
KLK7 zymogen act = activators of human kallikrein-7 zymogen; AID 652039; activation, % at 7 µM; purified proKLK7, EDANS-DABCYL substrate fluorescence; 100% is mature enzyme control, 0% vehicle; 0.9% of 370,000 active;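 active = activation above the mean of all tested compounds plus 3 SD, computed per campaign excluding outliers beyond control limits, cut at about 13% in these data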
LEDGF integ inh = blocks HIV-1 LEDGF/p75-dependent DNA integration. TR-FRET IN-LEDGF/p75 DNA integration, Eu/Cy5. inhibition, % at 3.7 µM. 0.64% of 370,000 active. AID 743269;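 active = inhibition above the screen-wide mean plus 3 SD, cut at about 13% in these data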;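 also: signal is the Cy5 over europium emission ratio at 671 and 618 nm; 0% = plate median of compound wells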
SIAE inh = blocks human sialic acid acetylesterase; 0.69% of 370,000 active; inhibition, % at 9.66 µM; SIAE FP-Rh probe binding, fluorescence polarization; AID 1053197; Q9HAT2;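 active = inhibition above a cutoff: mean of compounds within the control limits plus 3 SD of those, cut at about 17% in these data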;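 also: 0% = plate median of compound wells and 100% = probe without SIAE protein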
Target sequence (Q9HAT2 whole entry, looked up): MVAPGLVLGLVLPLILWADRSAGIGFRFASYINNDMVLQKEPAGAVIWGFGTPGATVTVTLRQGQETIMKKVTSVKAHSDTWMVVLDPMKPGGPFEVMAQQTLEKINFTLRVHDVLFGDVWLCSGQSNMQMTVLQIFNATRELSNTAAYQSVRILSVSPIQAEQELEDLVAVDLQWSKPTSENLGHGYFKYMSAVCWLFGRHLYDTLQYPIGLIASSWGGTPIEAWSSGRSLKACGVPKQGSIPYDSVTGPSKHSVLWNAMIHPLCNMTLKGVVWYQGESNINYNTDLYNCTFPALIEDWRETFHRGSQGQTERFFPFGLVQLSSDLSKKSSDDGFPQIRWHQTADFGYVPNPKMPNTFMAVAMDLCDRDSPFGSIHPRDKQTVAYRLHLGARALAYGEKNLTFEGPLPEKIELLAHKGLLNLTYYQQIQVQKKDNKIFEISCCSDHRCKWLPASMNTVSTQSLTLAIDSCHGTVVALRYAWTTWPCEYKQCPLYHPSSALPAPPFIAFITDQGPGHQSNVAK
UHRF1 binding = human UHRF1 methylated DNA binding inhibitors | UHRF1 binding to methylated oligo, TR-FRET | Q96T88 | 0.75% of 370,000 active | inhibition, % at 4.4 µM; in the data active = inhibition above about 21%;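 also: UHRF1 SRA domain binding a hemimethylated CpG hairpin DNA probe; 0% = median of test compound wells and 100% = reference inhibitor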
MBD2 DNA inh = MBD2-methylated oligo binding inhibition; TR-FRET, MBD2 binding to methylated oligonucleotide; 0.31% of 370,000 active; Q9UBB5; inhibition, % at 4.4 µM; in the data active = inhibition above about 13%
Tn6 DDE FP = inhibitors of Tn6 peptide binding to human fibrin DD(E); P02675; Fibrin DD(E) TRITC-Tn6 fluorescence polarization displacement; inhibition, % at 8.3 µM; 0.21% of 370,000 active; AID 720509;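 active = inhibition above a per-campaign cutoff: mean of compounds within control limits plus 3 SD, cut at about 15% in these data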;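 also: 0% = median of all compound wells on the plate and 100% = blocking peptide control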
Target sequence (P02675 whole entry, looked up): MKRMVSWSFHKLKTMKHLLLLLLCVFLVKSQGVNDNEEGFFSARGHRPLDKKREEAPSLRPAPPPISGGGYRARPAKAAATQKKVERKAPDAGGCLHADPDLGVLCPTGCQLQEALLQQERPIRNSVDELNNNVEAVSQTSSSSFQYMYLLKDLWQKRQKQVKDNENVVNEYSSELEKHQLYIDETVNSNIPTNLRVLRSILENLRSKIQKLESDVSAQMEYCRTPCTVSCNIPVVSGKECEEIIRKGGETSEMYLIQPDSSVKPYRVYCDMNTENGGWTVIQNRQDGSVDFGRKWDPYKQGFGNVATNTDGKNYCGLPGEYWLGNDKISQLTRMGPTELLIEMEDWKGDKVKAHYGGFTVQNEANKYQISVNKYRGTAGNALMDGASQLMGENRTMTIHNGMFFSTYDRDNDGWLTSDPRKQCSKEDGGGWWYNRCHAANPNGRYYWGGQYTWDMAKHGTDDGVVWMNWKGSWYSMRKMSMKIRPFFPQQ
TCR-CD3 inh = human TCR-CD3 binding inhibition; 0.37% of 360,000 active; inhibition, % at 9.4 µM; TAMRA-labeled TCR probe fluorescence, biochemical; in the data active = inhibition above about 19%;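 also: recombinant mutant TCR 2C K166C tagged with TAMRA read by polarization; 0% = receptor in buffer alone and 100% = receptor with positive control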
DDE Tn7 FP inh = disrupts Tn7 cyclic peptide binding to fibrin D-Dimer-E complex; P02675; FP displacement of FITC-Tn7 peptide from fibrin DD(E); 0% = median of compound wells per plate; inhibition, % at 8.3 µM; 0.13% of 370,000 active;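 active = inhibition above the mean of compounds falling within the control limits plus 3 SD of them, cut at about 14% in these data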;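 also: 0% = plate median of compound wells and 100% = 10 µM Aha-Tn7 peptide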
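Assay system: human fibrin DD(E). Input: DD(E) 2 µM final. Medium: Tris buffer with calcium and detergent, pH 7.8. Compound dosing: single point at 8.3 µM. Timing: 10 min plus 3 h, room temperature. Technique: fluorescence polarization of the labelled Tn7 tracer. Read-out: percent inhibition. Replicates: singlicate testing.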
Starred values were filed as active, the others as inactive; · = not tested or not shown; & = joins results of further samples. Random draw from the library; about 4.6% have a hit in one of these screens.

| structure | TDP2 absorb | PRMT1 FP inh | KLK7 zymogen act | LEDGF integ inh | SIAE inh | UHRF1 binding | MBD2 DNA inh | Tn6 DDE FP | TCR-CD3 inh | DDE Tn7 FP inh |
| --- | --- | --- | --- | --- | --- | --- | --- | --- | --- | --- |
| CCOc1ccccc1N(CC(=O)NCC1CCCO1)C(=O)CNS(=O)(=O)c1ccccc1 (centres undefined) | -14 | 2 | -0.8 | 2 | -6 | 1 | -2 | -2 | -3 | -4 |
| Cc1cc(NC(=O)c2cc3ccccc3oc2=O)no1 | -4 | -3 | -0.8 | -2 | -2 | -7 | 2 | 8 | 7 | -1 |
| Cc1c(C(=O)NC(=S)NCC(C)C)oc2ccccc12 | -5 | -2 | -0.9 | -1 | 12 | -1 | 5 | -4 | -10 | 7 |
| CC[C@]12c3[nH]c4ccccc4c3CCN1C(=O)C(CC(=O)NC/C=C(\C)CCC=C(C)C)C[C@@H]2C(=O)N1CCN(C(=O)C2CC2)CC1 (some centres undefined) | 0 | 5 | -0.5 | 0 | 3 | 2 | 5 | 3 | -10 | 6 |
| COc1ccc(CN(CC(=O)NC2CCCCC2)C(=O)CCC(=O)Nc2nccs2)cc1 | 6 | 1 | 0.3 | -2 | -5 | 1 | 4 | -9 | -8 | 1 |
| O=C(Cc1ccc(Cl)cc1)c1c[nH]c(C(=O)NCCCN2CCOCC2)c1 | -1 | 2 | 0.1 | -6 | -6 | -1 | 0 | 8 | -1 | 8 |
| CCOc1ccccc1C(=O)Nc1ccc2c(c1)C(=O)NC2=O | 11 | -2 | -0.4 | 0 | -9 | -3 | 6 | 7 | -1 | 4 |
| CCOC(=O)C(NC(C)=O)C(=O)Nc1ccc(C)cc1C (centres undefined) | 1 | 1 | -0.4 | 0 | 3 | 5 | -2 | 0 | 5 | 2 |
| CCCN1CCN(CCCNC(=O)CN2C(=O)C(CC)Oc3ccccc32)CC1 (centres undefined) | 2 | 3 | 0.2 | 2 | 5 | -1 | 7 | -5 | -6 | 3 |
| CC1Cc2ccccc2N1C(=O)CN1C(=O)NC(C)(CCc2ccccc2)C1=O (centres undefined) | -12 | 3 | 0.1 | -3 | 0 | 4 | 0 | -7 | -3 | 2 |
| CN1CCO/C1=C(\C(Cl)=C(Cl)Cl)[N+](=O)[O-] | 5 | 0 | 0.3 | 1 | 8 | -5 | 0 | -3 | 5 | 3 |
| CNC(=O)COC(=O)CNC(=O)c1cc(Cl)cc([N+](=O)[O-])c1 | -9 | -2 | -0.3 | -6 | 7 | -1 | -6 | 0 | 6 | -3 |
| CC1CCN(CC(O)COc2ccc(-c3ccccc3)cc2)CC1 (centres undefined) | -5 | -1 | 0.4 | 5 | 2 | 0 | -5 | -5 | 6 | -8 |
| Cn1c(=O)n(C)c2cc([N+](=O)[O-])c(N3CCN(C(=O)c4ccccc4)CC3)cc21 | 6 | -2 | -0.4 | -2 | -4 | -2 | -5 | 1 | 14 | -5 |
| Cn1c(N2CCCC2)nc2c1c(=O)[nH]c(=O)n2C | 1 | -1 | 0.5 | -2 | 5 | 1 | 2 | 0 | -2 | 2 |
| CCOC(=O)c1sc(NC(=O)CSc2ncccn2)c(C#N)c1C | -5 | -2 | 0.9 | -2 | 5 | -1 | 0 | 4 | -9 | 1 |
| CC(=O)Nc1ccc(C(=O)CSc2nnnn2C)cc1 | 22 | -1 | 0.5 | -1 | -6 | -1 | -5 | -1 | 4 | -2 |
| CN(C)c1ccc(C(=O)C(=O)c2ccccc2)cc1 | -6 | 1 | 0.1 | -4 | -4 | 14 | -1 | 3 | -4 | 0 |
| c1nc(NC2CCCC2)c2[nH]cnc2n1 | -12 | -3 | 0.4 | 8 | -11 | 1 | 2 | -5 | 4 | -8 |
| O=S(=O)(c1ccc(NC(=S)N/N=C/c2ccc(N3CCOCC3)cc2)cc1)N1CCOCC1 | 2 | -3 | -1.7 | -1 | 10 | 0 | -4 | 1 | -3 | -7 |
| COc1ccc(NC(=O)N(C)C[C@H]2OCc3cn(nn3)CCCC(=O)N([C@@H](C)CO)C[C@@H]2C)cc1 | 0 | -2 | -0.1 | 3 | 0 | 13 | -5 | 4 | -4 | -6 |
| COCC(C)n1c(C)cc(C(=O)COC(=O)c2oc3ccccc3c2C)c1C (centres undefined) | -3 | 1 | 0.5 | -3 | -1 | 0 | -2 | 0 | 7 | 6 |
| CCCCOc1ccc(C(=O)N/C(=C/C=C/c2ccccc2)C(=O)N2CCOCC2)cc1 | -8 | -4 | -1.2 | -1 | 1 | 3 | -3 | -1 | -1 | 0 |
| O=C(C[n+]1cccc(CNC(=O)c2ccc(OC(F)F)cc2)c1)c1ccccc1 | -7 | 1 | 0.4 | 1 | -1 | -2 | 5 | -2 | -9 | -10 |
| O=C1C(Cc2ccccc2)Nc2ncnc(N3CCCCC3)c2N1Cc1ccc(Br)cc1 (centres undefined) | 6&-8 | 0&5 | -1.0&0.1 | 0&0 | -1&-1 | 2&2 | 4&9 | -3&-16 | 0&-6 | 3&2 |
| CC1=CC(C)(C)Nc2ccc(Cc3ccc4c(c3)C(C)=CC(C)(C)N4)cc21 | -16 | 8 | 0.1 | 3 | 11 | -1 | -4 | -2 | -1 | -12 |
| CN(C(=O)COC(=O)C1CCN(S(=O)(=O)c2c(Cl)cccc2Cl)CC1)c1ccccc1 | 9 | -3 | 0.8 | -3 | 4 | 0 | -5 | 1 | -4 | -8 |
| Cc1ccc(-n2c(COc3ccccc3)nnc2SCC(=O)Nc2ccc3c(c2)OCCO3)cc1 | -6 | 2 | 1.0 | -2 | -3 | 2 | 4 | -10 | · | -10 |
| CCOC(=O)c1sc(Nc2nc3c(OC)cccc3s2)cc1C | -13 | -1 | -4.0 | 1 | 19* | 10 | 5 | -9 | -6 | -18 |
| O=C(N=Nc1c(O)[nH]c2ccccc12)c1ccccc1NS(=O)(=O)c1cccs1 | -5 | 0 | 0.1 | -1 | -8 | -2 | -6 | 1 | 3 | -9 |
| CC1CCCCN1C(=O)CSc1nc2c(c(=O)n(C)c(=O)n2C)n1C (centres undefined) | 8 | -2 | 0.3 | 7 | 5 | -1 | 3 | 0 | 7 | -4 |
| O=C(c1ccc(Br)o1)N1CCN=C1SCc1cccnc1 | 6 | 7 | 0.0 | 3 | -3 | -1 | 6 | 3 | 1 | -2 |
| O=C(Nc1ccc([N+](=O)[O-])cc1)c1cccc(S(=O)(=O)Nc2cccnc2)c1 | 1 | -1 | 0.4 | 3 | 1 | 3 | 1 | 0 | 0 | -1 |
| Cc1ccccc1NC(=O)NC1(C(=O)N2CCC(O)CC2)CCCCC1 | 9 | 3 | -0.1 | -2 | -9 | 1 | 3 | 5 | 1 | -8 |
| CCOC(=O)c1ccc(N(C(=O)c2ccco2)C(C(=O)NC2CCCCC2)c2ccncc2)cc1 (centres undefined) | 7 | 5 | -0.4 | -2 | -3 | 0 | -2 | 3 | -4 | -6 |
| CCO/C([O-])=N/c1c[n+](N2CCOCC2)no1 | 4&1 | 5&-2 | 0.5&-0.5 | -1&2 | 6&5 | -3&1 | -7&2 | -3&-1 | -10&-2 | 8&3 |
| COc1ccc(-c2nnc(SCC(=O)NCCc3ccc(S(N)(=O)=O)cc3)o2)cc1OC | 6 | -1 | 0.0 | 1 | 5 | 1 | 5 | 2 | 2 | 6 |
| O=C(Nc1ccc(N2CCOCC2)c(Cl)c1)c1cccc(F)c1 | 0 | 2 | 0.4 | -1 | -3 | 3 | 2 | -5 | -10 | 2 |
| Cc1ccc(OCC(=O)NC(=S)Nc2ccccn2)c(Br)c1 | -1 | -2 | -0.2 | 4 | 2 | 0 | 4 | 2 | 5 | 5 |
| Cc1cn(C)c(=O)n(C)c1=O | 3 | -3 | 0.3 | 0 | -4 | -1 | 3 | -4 | 5 | -5 |
| Cc1ccc2nc(Cl)c(C3CC(c4cccs4)=NN3C(=O)CCCC(=O)O)cc2c1 (centres undefined) | -6 | 2 | 0.4 | -1 | 6 | 9 | -3 | 0 | 6 | -1 |
| Cc1ccn2cc(-c3cc4ccccc4oc3=O)nc2c1 | 2 | 2 | 0.1 | 4 | -9 | -6 | -1 | 1 | 3 | 0 |
| O=C(COc1ccc(Cl)cc1)N(Cc1cccs1)C1CCS(=O)(=O)C1 (centres undefined) | 0 | 12 | 0.2 | -4 | -2 | 3 | 0 | 2 | -1 | 3 |
| COCCN(C(=O)COc1ccc(Cl)cc1)c1nnc(-c2cccnc2)s1 | -9 | 4 | -0.3 | 0 | 0 | 4 | -3 | -11 | -4 | -6 |
| COC(=O)C1CN(Cc2ccc(OC)cc2)CCS(=O)(=O)N1Cc1ccc(OC)cc1 (centres undefined) | 1 | 5 | 0.5 | 0 | 3 | 0 | 2 | 0 | · | 9 |
| COc1cc(C(=O)Nc2nccs2)ccc1OCc1c(C)noc1C | 0 | -5 | 0.2 | -2 | -5 | 1 | 1 | 0 | -7 | 5 |
| CC(C(=O)Nc1cc([N+](=O)[O-])ccc1Cl)N1CCN(c2ccccc2)CC1 (centres undefined) | 9 | -3 | 0.8 | 2 | -6 | -2 | 0 | 3 | 1 | 3 |
| O=C(Nc1ccon1)c1cccc(Cl)c1 | 0 | -1 | 0.2 | 3 | 0 | 2 | 0 | -5 | 3 | -5 |
| COc1ccccc1CCNC(=O)CN1C(=O)NC2(CCCC2)C1=O | -21 | 0 | 0.8 | 4 | 6 | 3 | 2 | -2 | -3 | -2 |
| CC(=O)c1cccc(NC(=O)CC2CCCC2)c1 | 0 | -4 | -0.4 | 1 | -4 | -2 | -3 | 11 | 7 | -2 |
| COc1ccc(S(=O)(=O)N(C)CC(=O)N2CCCC2)cc1OC | 1 | -1 | 0.1 | -1 | -3 | -2 | -3 | 3 | 3 | 0 |
| CCc1ccc(NC(=O)COC(=O)c2nc3nc(C)cc(C)n3n2)cc1 | 2 | -2 | 0.2 | -1 | 1 | -3 | -5 | 2 | 4 | -3 |
| Cc1c(/C=N/NC(=O)c2cc(=O)[nH]c(=O)[nH]2)c2ccccn2c1C(=O)c1ccccc1 | -4 | -3 | 0.4 | -2 | -1 | -2 | 9 | 9 | 7 | -5 |
| CC(=O)c1cccc(NC(=O)CCn2c(=O)oc3ccccc32)c1 | 6 | 3 | 0.1 | -2 | 0 | 3 | 2 | -6 | -4 | 4 |
| CC(=O)c1cccc(NC(=O)NC2CC(=O)N(c3ccc4c(c3)OCCO4)C2)c1 (centres undefined) | -7 | 1 | 0.3 | -3 | 4 | 3 | -1 | 1 | -6 | 3 |
| CCOC(=O)c1c(N2CCCCC2)c2ccccc2[nH]c1=O | 0 | 0 | -1.8 | 1 | -3 | -2 | -3 | -1 | -2 | 0 |
